AmpC inh detg: blocks E. coli AmpC beta-lactamase in detergent assay | 370,000 compounds, 0.041% hits | AmpC hydrolysis of nitrocefin, absorbance 480 nm, 0.01% Triton | P00811 | Potency, µM (highest dose often 114 µM), for inactives: at the highest dose activity change, negative = inhibition, usual class: inhibitors;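 also: potency is read from the fitted curve at half-maximal effect; 0% = no-compound wells and -100% = no-enzyme wells; nearly all actives have a fitted effect of over 25% in size; some results filed as inactive show a strong effect at the top dose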
Target sequence (P00811 whole entry, looked up): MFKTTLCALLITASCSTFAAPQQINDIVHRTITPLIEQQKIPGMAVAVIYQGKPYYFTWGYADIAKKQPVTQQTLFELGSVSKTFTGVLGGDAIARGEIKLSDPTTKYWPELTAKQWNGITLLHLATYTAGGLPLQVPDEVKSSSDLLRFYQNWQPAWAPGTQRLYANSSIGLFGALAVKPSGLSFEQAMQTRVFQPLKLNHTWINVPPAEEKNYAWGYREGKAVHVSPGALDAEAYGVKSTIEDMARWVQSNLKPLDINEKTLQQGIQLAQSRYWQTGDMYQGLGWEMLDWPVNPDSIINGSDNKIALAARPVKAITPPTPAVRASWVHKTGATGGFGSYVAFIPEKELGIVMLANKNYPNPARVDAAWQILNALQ
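AmpC (5.3 nM in the dispensed reagent) in 20 mM phosphate pH 7.0 with 0.01% (detergent screen) or 0.0001% Triton X-100 was preincubated with compounds for 15 min at room temperature. Nitrocefin was then added from an 800 uM solution, and hydrolysis was followed at 480 nm.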
Giardia FBPA inh: Giardia lamblia aldolase inhibition | AID 2451 | Potency, µM (top dose mostly 59.6 µM), without a hit: at the highest dose activity, negative = inhibition, hits mostly inhibitors | purified Giardia FBPA | A8B2U2 | 290,000 compounds, 0.71% hits; also: potency is read from the fitted curve at half-maximal effect; nearly all actives have a fitted effect of over 55% in size
Target sequence (A8B2U2 whole entry, looked up): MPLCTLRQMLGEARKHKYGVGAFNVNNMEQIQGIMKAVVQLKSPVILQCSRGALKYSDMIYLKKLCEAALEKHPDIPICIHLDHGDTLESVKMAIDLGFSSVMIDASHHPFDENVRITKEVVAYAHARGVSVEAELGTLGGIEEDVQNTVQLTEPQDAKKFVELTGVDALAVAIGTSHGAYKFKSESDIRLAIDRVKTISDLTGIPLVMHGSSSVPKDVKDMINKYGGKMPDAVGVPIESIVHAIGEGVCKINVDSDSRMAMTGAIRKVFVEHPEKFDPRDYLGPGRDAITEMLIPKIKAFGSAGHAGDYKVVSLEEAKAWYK
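Giardia FBPA (40 nM reagent) was preincubated 10 min at RT with compound (up to 57.5 uM final), then substrate plus GAPDH/TPI/NAD/arsenate coupling system with diaphorase/resazurin was added; resorufin fluorescence (525/598 nm) was read after 20 min.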
AmpC no deterg: blocks E. coli AmpC beta-lactamase in detergent-free assay; P00811; AmpC nitrocefin hydrolysis, absorbance 480 nm, 0.0001% Triton; Potency, µM (series often up to 57.1 µM), for the others: top-dose activity change, negative = inhibition, actives largely listed as inhibitors; 330,000 compounds, 0.52% hits; AID 485341;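 also: potency is read from the fitted curve at half-maximal effect; plate controls were no compound for no effect and no enzyme for full effect; nearly all actives have a fitted effect of over 20% in size; some results filed as inactive show a strong effect at the top dose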
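AmpC (5.3 nM in the dispensed reagent) in 20 mM phosphate pH 7.0 with 0.01% (detergent screen) or 0.0001% Triton X-100 was preincubated with compounds for 15 min at room temperature. Nitrocefin was then added from an 800 uM solution, and hydrolysis was followed at 480 nm.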
Sm TGR block: blocks Schistosoma mansoni thioredoxin glutathione reductase; Q962Y6; purified TGR, DTNB reduction, TNB absorbance 405 nm; Potency, µM (highest dose often 114 µM), for the others: at the top dose activity change, negative = inhibition, hits mostly inhibitors; 360,000 compounds, 3% hits; AID 485364; also: potency is read from the fitted curve at half-maximal effect; nearly all actives have a fitted effect of over 60% in size
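TGR 20 nM + NADPH 100 uM (dispensed conc.), cpd preinc 15 min RT; start with NADPH (500 uM addition) then DTNB (15 mM addition). Kinetic TNB absorbance, 405 nm filter. Four-parameter Hill fit across titration.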
HCV inhibitor: inhibitors of hepatitis C virus infection | Potency, µM (highest dose often 41.8 µM), inactives show top-dose activity change, negative = inhibition, usual class: inhibitors | Huh7.5.1 HCVcc-Cre infection, luciferase reporter, 44 h | 340,000 compounds, 3.4% hits; also: potency is read from the fitted curve at half-maximal effect
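Antiviral activity was scored by luciferase reporter output from cells infected with HCVcc-Cre (~0.5 moi) in presence of compound, 44 h infection period, cells seeded 1,000/well 4 h prior.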
HCMV inh: inhibitors of human cytomegalovirus. HFF cells, HCMV-luciferase reporter, 72 h; active compounds read low. activity change, negative = inhibition, % at 57.5 µM. 410,000 compounds, 4.5% hits. AID 1259415; in the data active = activity change below about -60%; inconclusive = no clear call, values can overlap the other calls; inactive = above about -39%
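Inhibition of viral replication was scored as loss of reporter luminescence in HFFs infected with HCMV-luciferase (MOI 1 PFU/cell) for 72 h; compounds tested at 2 doses, normalized to buffer and Salinomycin controls.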
Active calls of the source: *; ? = inconclusive; nt = no result given; & = joins results of further samples; [ ] = another dose, or the depositor's remark. Unless noted, calls follow the shape of the dose curve; as a rule, active = well fitted curve in the direction sought with a large enough effect; inconclusive = small, poorly fitted or top-dose-only effect, or another doubt; inactive = no such curve, though single readings can be large; an effect the other way counts as inactive or inconclusive. Unless noted, % is scaled to controls: 0 for no effect and ±100 for the full control effect.

SMILES	AmpC inh detg	Giardia FBPA inh	AmpC no deterg	Sm TGR block	HCV inhibitor	HCMV inh
O=C(CN1CCN(S(=O)(=O)c2ccccc2)CC1)Nc1ccc2c(c1)CCC2	14%	16%	24%	-4%	0%	-35
O=C(COC(=O)CCc1ccc(S(=O)(=O)N2CCOCC2)cc1)Nc1ccc(Cl)cn1	3%&-3%	-4%&0%	-25%&-32%	-6%&3%	10%&8%	26
Cc1ccc(C(=O)COC(=O)c2ccc(-c3cnc4ccccc4n3)cc2)cc1C	-10%	5%	-39%	-1%	-27%	8
CCCOc1ccc2ccccc2c1/C=N/n1c(C)nnc1-n1nc(C)cc1C	-2%	14%	118%[activator]	12%	?	48
CCN1C(=O)[C@@H]2[C@@H](c3ccc(-c4ccccc4)cc3)N3CCCC[C@@]3(C(=O)OC)[C@@H]2C1=O	?	nt	78%[activator]	35µM*	-12%	-20
Cc1ccc(CCCNC(=O)C2CCC(=O)N(Cc3cccc(F)c3)C2)cc1 (configuration not stated)	-2%	-1%	135%[activator]	4%	11%	?
CCOC(=O)N1CCc2c(sc3c2c(=O)n(-c2ccc(CC)cc2)c(=O)n3CC(=O)c2ccc(F)cc2)C1	8%	nt	nt	0%	nt	-1
COc1ccc(C(C)=O)cc1CSc1nnc(SCc2cc(C(C)=O)ccc2OC)s1	?	2%	-21%	0%	0%	-22
COc1cc2nc(NC(=O)c3ccco3)sc(=O)c2cc1OC	-6%	2%	-11%	-2%	-11%	?
CN1/C(=C\C(=O)CN2C(=O)NC3(CCCCCC3)C2=O)C(C)(C)c2ccccc21	?	1%	5%	?	?	?
CCCCNC(=S)N1CCC(Cc2ccccc2)CC1	-12%	15%	-6%	9%	?	-5
COC(=O)c1c(-c2cccs2)csc1NC(=O)c1ccc(Br)cc1	9%	nt	nt	-1%	nt	24
COc1ccccc1OCC(=O)Nc1ccc(S(=O)(=O)Nc2nccs2)cc1	-4%	-5%	-35%	-5%	18%	-28
O=C1CCN(Cc2ccccc2)C=C1c1ccc(Br)cc1	nt	nt	-12%	nt	10µM*	26
Cc1ccc(Sc2cc(C(=O)NCCCN(C)C)c3ccccc3n2)cc1	-5%	11%	94%[activator]	40µM*	?	-39
O=C(Nc1nc2cc3c(cc2s1)OCCO3)c1cccs1	2%	-4%	-48%	1%	11µM*	-16
O=C(c1ccc(Cl)cc1)N1CCc2ccccc21	-1%	7%	-16%	23%	5%	-16
Cc1ccc(C(C)C)c(OCC(=O)N2CCN(Cc3nc4cc([N+](=O)[O-])ccc4n3C)CC2)c1	-5%	0%	261%[activator]	-8%	4%	36
N#Cc1ccsc1NC(=O)CSc1ncnc2ccccc12	?	3%	-33%	-4%	-12%	65
COc1ccc2sc(N(Cc3cccnc3)C(=O)C3CCCCC3)nc2c1	5%	nt	nt	4%	nt	0
COc1ccc(-n2c(=S)[nH]c3cc(C(=O)NCc4ccccc4OC)ccc3c2=O)c(OC)c1	?	0%	-5%	-13%	?	?
NC(=O)NC(CC(=O)OCC(=O)NC(=O)NCc1ccco1)c1ccc(Cl)cc1 (configuration not stated)	-2%	7%	27%	-23%	11%	29
CC(C)CN1CCN(Cc2ccc3ncccc3c2)CC1CCO (configuration not stated)	-14%	2%	-25%	-2%	-2%	16
Cc1ccn(C(=O)c2cc3cc(Cl)ccc3oc2=O)n1	4%	4%	-15%	-11%	nt	21
CCn1cc(C(=O)N2CCN(C(=O)c3ccco3)CC2)c2cc(OC)c(OC)cc2c1=O	?	2%	-2%	0%	7%&9%	72
(next part)
SMILES	AmpC inh detg	Giardia FBPA inh	AmpC no deterg	Sm TGR block	HCV inhibitor	HCMV inh
COCCNC(=O)c1c(N)sc2c1CCCC2	3%	?	73%[activator]	?	3%	nt
Cc1ccc(OCc2cc(=O)n3cc(C)sc3n2)c(NC(=O)c2ccco2)c1	15%	nt	nt	6%	nt	-10
CC(=O)Nc1ccc(NC(=O)c2cc(-n3cnnc3)ccc2Cl)cc1	0%	-3%	-22%	-4%	-15%	21
Cc1nc2ccc(-c3nc4ccccc4o3)cc2[nH]1	-4%	4%	9%	13%	?	139
O=C(Cn1cc(C(F)(F)F)cc(Cl)c1=O)NCc1ccc(Cl)cc1	-2%	1%	-24%	-9%	17%	16
CCSc1nnc(Cn2c(=O)sc3ccccc32)n1C	?	-4%	-15%	-7%	9%	7
Cc1ccc2[nH]c(=O)c(CN(CCc3ccccc3)C(c3nnnn3Cc3ccco3)C(C)C)cc2c1 (configuration not stated)	13%	-16%	-26%	-33%	-27%	-26
CCOC(=O)C(=O)Nc1ccc(Oc2ccccc2)cc1	-9%	0%	-13%	4%	-1%	13
Cc1cc([N+](=O)[O-])nn1CC(=O)Nc1sc2c(c1C(N)=O)CCCC2	-11%	-6%	-32%	-1%	?	-28
CC(C)Cc1ccc(CN2CCCC(NC(=O)CCN3CCCO3)C2)cc1 (configuration not stated)	2%	nt	68%[activator]	-2%	?	-31
O=C(CCn1c(=S)[nH]c2ccccc2c1=O)Nc1cccc(Cl)c1	-4%	nt	-49%	2%	-24%	-35
COc1ccc(OC)c(NC(=O)c2cc(S(=O)(=O)NCCc3ccc(Cl)cc3)ccc2F)c1	-2%	nt	nt	10%	nt	-20
O=C(Nc1cc2c(cc1C(=O)c1ccccc1Cl)OCCO2)c1ccccc1	-11%	nt	nt	-5%	nt	?
CCOC(=O)C1CCN(C(=O)Cn2nc(C)c3c(C)n(-c4ccccc4)nc3c2=O)CC1	-7%	4%	9%	0%	10%	0
Cc1cc(C)c2c(c1)-c1cc(C)nn1C(c1ccc3c(c1)OCO3)N2 (configuration not stated)	?	0%	49%	-1%	?	-15
O=C(NC(=S)Nc1cccc(Cl)c1Cl)C1CC1	?	-9%	-34%	?	-16%	-28
CC(CC(=O)O)CC1=NS(=O)(=O)c2ccccc2N1 (configuration not stated)	-5%	1%	-16%	9%	-6%	48
O=C1Nc2ccc(Cl)cc2C12Nc1ccccc1-c1nnc(SCc3ccccc3F)nc1O2 (configuration not stated)	1%	-21%	-32%	-9%	-7%	38
O=C(O)Cn1nc(N2CCN(c3ccc(F)cc3)CC2)ccc1=O	0%	nt	nt	-1%	nt	7
C[C@@H]1C[C@@H]2O[C@H]2/C=C\C=C\C(=O)Cc2c(Cl)c(O)cc(O)c2C(=O)O1	6%	-4%	-31%	4.5µM*	3.2µM*	-76*
Cc1ccc(-c2nnc(N3CCN(C(=O)c4ccco4)CC3)c3ccccc23)cc1	-10%	0%	56%	?	?	15
CCc1cc2ccc(OC)cc2nc1SCC(=O)NNC(=O)c1ccco1	2%	-7%	-18%	8.9µM*	-5%	-32
Cc1[nH]c2ccccc2c1/C=N/NC(=O)c1cccc(F)c1	0%	-10%	-30%	0%	-3%	-30
CCC(=O)O[C@@H]1[C@@H](OC(C)=O)[C@@]2(O)C(C[C@H](O)C2(C)C)[C@](C)(O)[C@H]2CC[C@@H]3[C@@H](O)[C@]12C[C@@]3(C)O (some centres not stated)	-7%	-4%	-19%	-9%	-7%[8.37 µM]	10
O=C(Nc1cccc(Cl)c1)N1CCN(Cc2ccccc2)CC1	?	-4%	-10%	0%	-14%	47
The list goes on.
SMILES	AmpC inh detg	Giardia FBPA inh	AmpC no deterg	Sm TGR block	HCV inhibitor	HCMV inh
CCOc1ccc(CCNC(=O)c2cn(C)c3ccc(S(=O)(=O)N4CCCCCC4)cc3c2=O)cc1OCC	-6%	nt	nt	16%	nt	1
COc1ccc(NC(=O)CON=CC(=O)Nc2ccc(C)cc2)c(OC)c1	nt	nt	-16%	nt	-7%	9
Cc1ccc(-n2c(C)nc3c(cnn3-c3ccc(C)c(C)c3)c2=O)cc1C	?	-6%	-16%	-6%	-3%	-67*
O=C(CN(C(=O)Cn1nnc(-c2ccccc2F)n1)c1cnc2ccccc2c1)NCC1CCCO1 (configuration not stated)	1%	6%	134%[activator]	?	3%	-24
COc1cccc(CNC(=O)CCS(=O)(=O)c2ccc3c(c2)NC(=O)CS3)c1	1%	nt	-26%	-13%	1%	8
Cc1ccc(CNC(=O)Cn2nnc3ccccc3c2=O)cc1	?	5%	-7%	1%	16%	-13
O=C(Cn1c(=O)nc(-c2ccccc2F)c2cc(Cl)ccc21)N1CCN(c2ccccc2F)CC1	-3%	nt	nt	0%	nt	21
Cc1ccc(C)c(NC(=O)Cn2nc(C(F)(F)F)cc2C2CC2)c1	?	5%	-19%	2%	-9%	13
CCn1c(=S)sc2c(=O)n(CC(=O)Nc3cccc(Cl)c3)c(C)nc21	-1%	15%	-37%	-15%	?	-20
COc1ccccc1CNC(=O)c1cccc(NC(=O)c2ccccc2)c1	?	0%	-9%[2.29 µM]	-1%	14µM*	?
Fc1ccc(NC(=S)N/N=C/c2ccc(F)c(F)c2)cc1	-10%	0%	-36%	-3%	-16%	?
CCOC(=O)C1=C(CN2CCN(C(=O)c3ccco3)CC2)NC(=O)NC1c1ccc(OC(C)C)cc1 (configuration not stated)	-1%	nt	124%[activator]	-5%	-12%	-14
C=CCN(C(=O)c1csnn1)C(C(=O)NCc1ccccc1)c1ccccc1F (configuration not stated)	-4%	-5%	-18%	2%	2%	-4
O=C(O)CCc1ccc(-c2ccccc2)n1CC1CCCO1 (configuration not stated)	-13%	-9%	-14%	0%	20%	23
O=C(CSc1nncs1)NC(=O)NCc1ccco1	-12%	0%	-29%	-35%	14%	?
O=C(O)C1(Cc2nc3ccccc3[nH]2)CCCC1	-3%	nt	-12%	4%	0%	24
CCN(CC(=O)NCc1cccs1)c1ccc(S(=O)(=O)N2CCOCC2)cn1	?	0%	1%	-24%	1%	32
COc1ccc(C2/C(=C(\O)c3ccc4c(c3)OCCO4)C(=O)C(=O)N2Cc2cccnc2)cc1OC (configuration not stated)	-3%	nt	-16%	2%	29%	0
CCOc1cccc(C(=O)NC(=S)Nc2cccnc2)c1	?	?	-28%	45µM*	1%	-1
COc1ccc(-n2c(-c3ccc(Br)cc3)n[nH]c2=S)cc1	-13%	22%	-37%	-5%	0%	7
COc1ccccc1C(=O)NC1(C(F)(F)F)NC(=O)N(CCc2ccccc2)C1=O (configuration not stated)	10%	nt	nt	2%	nt	1
Cc1ccc(C)c(NC(=O)CSc2nc(N)c(NC(=O)c3cccs3)c(=O)[nH]2)c1	-17%	1%	14µM*	-14%	24%	16
O=C(NCc1ccccc1Cl)c1ccc(Br)o1	-5%	4%	-24%	-5%	8%	-6

Profiles, quoted from the list. Order of values: AmpC inh detg, Giardia FBPA inh, AmpC no deterg, Sm TGR block, HCV inhibitor, HCMV inh
O=C(CSc1nncs1)NC(=O)NCc1ccco1 in the list: -12%, 0%, -29%, -35%, 14%, ?
O=C(O)CCc1ccc(-c2ccccc2)n1CC1CCCO1 (configuration not stated) in the list: -13%, -9%, -14%, 0%, 20%, 23
COc1ccccc1C(=O)NC1(C(F)(F)F)NC(=O)N(CCc2ccccc2)C1=O (configuration not stated) in the list: 10%, nt, nt, 2%, nt, 1
COc1ccc(NC(=O)CON=CC(=O)Nc2ccc(C)cc2)c(OC)c1 in the list: nt, nt, -16%, nt, -7%, 9
